Screening results as filed in PubChem BioAssay.
Tb hexokinase – Trypanosoma brucei hexokinase 1 inhibitors, primary screen, biochemical, G6PDH-coupled NADH absorbance, MLSCN library; hexokinase 1 [Trypanosoma brucei]; recombinant TbHK1, G6PDH-coupled NADH A340; inhibition, % at 10 µM; 0.11% of 220,000 active; AID 1430, 2008;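 active = inhibition of 50% or more in the single-dose primary screen; inactive = inhibition below 50%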
Runt-CBFb FRET – inhibitors of RUNX1 Runt–CBFb binding, primary screen, biochemical, FRET, Cerulean-Runt, Venus-CBFb, uHTS | 0.46% of 220,000 active | inhibition, % at 20 µM | Cerulean-Runt/Venus-CBFb FRET ratio 530/480, 1 h;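 active = inhibition over about 50% at 20 µM in the single-dose screen, limit read from the data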;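 also: 0% = DMSO wells and 100% = excess unlabeled CBFb competitor control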
Target sequence (Q01196 whole entry, looked up): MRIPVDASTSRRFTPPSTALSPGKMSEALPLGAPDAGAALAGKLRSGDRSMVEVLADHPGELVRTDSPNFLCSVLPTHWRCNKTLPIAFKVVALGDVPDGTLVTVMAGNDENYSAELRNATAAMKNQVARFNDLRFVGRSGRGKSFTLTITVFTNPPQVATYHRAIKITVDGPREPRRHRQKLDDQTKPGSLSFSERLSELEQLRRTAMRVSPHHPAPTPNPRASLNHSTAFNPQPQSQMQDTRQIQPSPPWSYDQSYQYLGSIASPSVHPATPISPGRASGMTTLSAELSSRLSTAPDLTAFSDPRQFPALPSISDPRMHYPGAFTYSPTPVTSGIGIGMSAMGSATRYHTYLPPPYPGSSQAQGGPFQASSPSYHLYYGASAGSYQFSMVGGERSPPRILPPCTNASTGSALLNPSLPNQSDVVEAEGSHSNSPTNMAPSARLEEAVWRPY
Target sequence (Q13951 whole entry, looked up): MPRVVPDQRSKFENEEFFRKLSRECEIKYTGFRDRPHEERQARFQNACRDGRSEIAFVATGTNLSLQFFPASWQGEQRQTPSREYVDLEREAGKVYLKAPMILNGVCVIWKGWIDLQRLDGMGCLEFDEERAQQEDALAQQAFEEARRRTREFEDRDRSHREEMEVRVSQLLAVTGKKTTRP
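test system = Cerulean-tagged RUNX1 Runt domain (FRET donor) fusion protein | reagent = Venus-CBFb binding partner, 100 nM | incubation = protein complex preformed 1 h, compound exposure 1 h, room temperature, dark | detection = FRET fluorescence | read-out basis = loss of energy transfer signal | controls = 5 µM unlabeled CBFb as full-inhibition high control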
Hck-Nef inh – inhibitors of Nef-activated human Hck kinase, primary screen, biochemical, Z-Lyte FRET, 384-well, Hck-YEEI; Recombinant Hck-YEEI plus Nef, Z-Lyte FRET kinase assay; inhibition, % at 20 µM; 0.68% of 220,000 active; AID 463187, 2010;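 active = Hck-Nef kinase inhibition above about 50%, limit read from the data; inactive = inhibition below that limit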;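 also: 0% = DMSO with Hck plus Nef and 100% = Hck alone without Nef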
Runt-SMMHC FRET – inhibitors of RUNX1 Runt–CBFb-SMMHC binding, primary screen, biochemical, FRET, Cerulean-Runt, Venus-CBFb-SMMHC, uHTS. Cerulean-Runt/Venus-CBFb-SMMHC FRET ratio 530/480, 1 h. 0.74% of 220,000 active. inhibition, % at 20 µM. AID 1434, 2008. Runt-related transcription factor 1 (Homo sapiens) + Core-binding factor subunit beta …;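 active = mean inhibition across duplicate retests at 20 µM reaching about 50%, limit read from the data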;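 also: 0% = DMSO wells and 100% = wells with excess untagged CBFb-SMMHC; inhibitors lower the FRET ratio by blocking Runt binding to CBFb-SMMHC; some results filed as inactive read as strong as hits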
p47phox inh – p47phox/p22phox peptide binding inhibitors, primary screen, biochemical, uHTS, NADPH oxidase regulatory subunit | Neutrophil cytosol factor 1 (Homo sapiens), P14598 | fluorescence polarization, 2 h | inhibition, % at 24.7 µM | 0.53% of 220,000 active | AID 1274, 2008;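 active = inhibition above about 30%, limit read from the data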;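 also: 0% = p47phox with labelled peptide and 100% = labelled peptide alone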
EBV gp42 block – Epstein-Barr virus gp42 inhibitors, primary screen, biochemical, uHTS, fluorescence polarization | Glycoprotein 42 (Epstein-Barr virus (strain AG876)), Q1HVG2 | inhibition, % (tested at 21.74 µM) | 0.42% of 220,000 active | Fluorescence polarization binding assay, mP read-out | AID 1085, 2008; in the data active = inhibition above about 50%
Target sequence (Q1HVG2 whole entry, looked up): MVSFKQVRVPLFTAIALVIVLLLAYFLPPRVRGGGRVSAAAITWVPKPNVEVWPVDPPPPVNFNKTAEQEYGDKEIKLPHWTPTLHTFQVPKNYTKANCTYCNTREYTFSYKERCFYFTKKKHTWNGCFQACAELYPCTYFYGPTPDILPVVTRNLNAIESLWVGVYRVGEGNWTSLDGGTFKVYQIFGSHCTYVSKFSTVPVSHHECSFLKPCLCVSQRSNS
14-3-3 Bad PPI – inhibitors of 14-3-3 zeta/Bad binding, primary screen, biochemical, TR-FRET, bovine 14-3-3 zeta; 0.71% of 220,000 active; AID 781, 2007; 14-3-3 protein zeta/delta (Bos taurus), P63103; inhibition, % at 21.7 µM; TR-FRET 14-3-3zeta/Dy647-pBad peptide displacement, 1 h;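 active = inhibition above about 70%, limit read from the data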;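 also: 0% = full 14-3-3 plus peptide FRET controls and 100% = background without 14-3-3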
zVAD death inh – inhibitors of zVAD-triggered necroptosis, primary screen, L929 cells; L929 zVAD necroptosis rescue, ATP luminescence, 24 h; with zVAD 60 µM; viability rescue, % at 10 µM; 0.38% of 220,000 active; AID 1377, 2008;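 active = activation, scaled between plate controls, above about 75%, limit read from the data; inactive = activation under that limit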;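 also: 0% = zVAD with DMSO and 100% = DMSO alone without zVAD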
MDM2 E3 inh – MDM2-luciferase reporter signal enhancers, primary screen, MDM2 E3 ligase inhibitor project, cell-based, luminescence, 1536-well. signal enhancement, % at 5 µM. cell-based MDM2 ubiquitination luciferase reporter, 2 h; 0 = plate control, 100 = twice control, blank-subtracted. E3 ubiquitin-protein ligase Mdm2 (Homo sapiens), Q00987. 0.11% of 210,000 active. AID 1230, 2008;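 active = signal enhancement of 30% or more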;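 also: luminescence tracks abundance of the self-degrading MDM2-luciferase fusion protein; higher signal means inhibition of MDM2 E3 ligase activity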
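Material: Stable MDM2–luciferase fusion reporter cells | Amount: 2000 cells seeded into each well | Dosing: One concentration, 5 µM, with 0.2% DMSO | Incubation: 4 h cell settling then 2 h compound exposure, 37 °C | Measured by: Luciferase luminescence | Read-out basis: % enhancement relative to plate controls after blank subtraction | Benchmarks: Control and blank well means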
The depositor's hits bear a star; x = no result given; [ ] = remark or other dose.

SMILES,Tb hexokinase,Runt-CBFb FRET,Hck-Nef inh,Runt-SMMHC FRET,p47phox inh,EBV gp42 block,14-3-3 Bad PPI,zVAD death inh,MDM2 E3 inh
Cc1cc(N2C(=O)C3C4CC(c5ccccc5)C(C4)C3C2=O)no1 (centres undefined),3,-1,6,4,-3,0,-2,2.0,-5
Cc1c(Cl)cccc1-n1c(-c2cccnc2)n[nH]c1=S,-4,4,24,8,-2,-7,-20,0.4,-3
CCOC(=O)C1CCN(C(=S)Nc2cccc(C)c2C)CC1,-3,0,2,-6,-5,12,-2[fluorescence artefact?],-0.5,10
Cc1cc(Cl)ccc1OCCCC(=O)NCc1ccncc1,3,-2,4,4,-16,-17,-7,1.1,6
CCC(C)NC(=O)C(=O)NC1CCCC1 (centres undefined),5,0,1,1,-5,-1,3,x,3
O=C1/C(=C/c2cccnc2)N=C2CCCCCN12,-13,-2,-2,0,0,4,10,-0.6,-19
O=C(O)COc1c(Cl)cc(/C=C2/NC(=O)NC2=O)cc1Br,-25,1,20,2,-4,-8,-12,9.0,-31
CCCSc1nc2c(=O)[nH][nH]c(=O)c2n1Cc1ccccc1,-2,-1,9,-10,2,6,-8,-0.1,-12
C=CCn1c(SCC(=O)Nc2cccc(OC)c2)nnc1-c1cccnc1,6,1,3,-6,-2,-7,3,-0.6,-1
CC(C)NS(=O)(=O)c1ccc(OCC(=O)NC(C)c2ccccc2)cc1 (centres undefined),-2,1,1,1,2,9,-5,-0.2,-14
Cc1sc2nc(SCC(=O)N3CCOCC3)[nH]c(=O)c2c1C,-1,1,-1,1,-5,-20,11,2.4,-14
CCOC(=O)C1=C(CSc2nc3c(cc2C#N)CN(C)CC3)OC(N)=C(C#N)C1c1ccccc1 (centres undefined),-16,45,3,104*,-12,20,7[fluorescence artefact?],-0.3,-11
Cc1cc2ncn(-c3nnnn3-c3ccccc3)c2cc1C,1,-1,4,0,9,-8,16[fluorescence artefact?],-0.3,-13
Cn1ncc(Br)c1C(=O)Nc1c(F)c(F)cc(F)c1F,8,-1,13,0,-14,-10,-2,0.0,5
COCc1nnc(NC(=O)c2ccc(OC)cc2OC)s1,6,0,14,-3,0,-11,2,-1.7,-22
Clc1ccc2nnc(Cl)n2n1,-2,1,0,1,-10,2,-5,-0.1,-10
Cc1ccc(NC(=O)C2CCN(S(=O)(=O)c3cnc[nH]3)CC2)cc1C,-2,0,4,0,-9,-1,1,x,4
Cn1c(CCC(=O)OCC(=O)Nc2ccc(Oc3ccccc3)cc2)nc(=O)c2ccccc21,2,-11,6,3,-2,-16,-6,x,-8
Cc1nn(C(=O)c2ccc([N+](=O)[O-])cc2)c(C)c1Br,-4,2,3,0,-11,-13,-2,0.5,-8
CNC(=O)c1cc2cc(OC)ccc2oc1=O,-15,17,0,25,-5,-8,1,0.3,-14
CCCC/C(O)=C1\C(=O)CC(C)(C)CC1=Nc1ccc(OC)cc1,3,-3,-1,2,-4,10,-11,0.2,-15
CC(=O)Nc1ccc(OC(=O)CC2SC(=O)NC2=O)cc1 (centres undefined),6,-4,1,0,1,-1,9,0.2,-8
Cc1ccc(NC(=O)COc2ccc(/C(N)=N/O)cc2)cc1C,-1,1,-6,4,-10,-3,2,x,-1
O=S(=O)(c1ccc(Cl)nc1)N1CCN(c2ncccn2)CC1,-3,0,6,-5,-7,-11,8,0.1,-7
COC(=O)c1cccc(NS(=O)(=O)c2ccc(OC)cc2)c1C,3,-2,15,2,-8,-13,-4,1.3,x
COc1ccc(Cl)cc1NC(=O)C1COc2ccccc2O1 (centres undefined),3,1,2,1,-16,4,-8,0.0,0
COc1cccc(/C=N/NC(=O)Cn2ccnc2C)c1,-1,1,2,2,-10,-21,-4,0.0,x
O=C(Nc1nccs1)NC(C(F)(F)F)C(F)(F)F,-4,-1,3,2,5,3,51,1.6,-5
COc1ccc2c(c1OC)C(=O)OC2Nc1nc(-c2cc3ccccc3oc2=O)cs1 (centres undefined),-25,8,2,-9,-8,-12,-6,3.4,-20
CCOC(=O)C(CC)Sc1nnc(COc2ccc(C)cc2)n1-c1ccccc1 (centres undefined),-11,-8,5,-1,-14,-15,0,0.4,-8
O=C(NNS(=O)(=O)c1ccc(F)cc1F)C1Cc2c(ccc3ccccc23)O1 (centres undefined),-1,1,2,3,-7,-22,-5,-0.2,-6
O=C(O)c1ccccc1C(=O)Nc1nccs1,0,0,1,1,-14,-20,12,0.0,-5
O=[N+]([O-])c1ccc(C[n+]2cccc3c4ccccc4ccc32)cc1,-3,0,19,1,0,-22,8,0.8,-10
CCC(c1nnnn1Cc1ccccc1)N(Cc1cc2cc(OC)ccc2[nH]c1=O)CC1CCCO1 (centres undefined),-10,-2,2,-12,-15,-10,-3,-0.1,10
CCn1c(NCCO)nc2c(c1=O)C(C)(CC)Cc1ccccc1-2 (centres undefined),-31,-1,4,-1,-12,3,1,-0.4,-4
CCc1ccc2c(c1)C(=O)c1ccccc1C2=O,0,-2,3,1,-13,2,4,2.1,-21
CCn1c2ccccc2c2cc(NC(=O)COc3ccccc3OC)ccc21,-2,0,4,1,-40,-6,-12,4.7,-11
COC(=O)c1ccccc1NC(=O)CSc1nc(NC(=O)c2ccccc2)c2c(C)c(C)oc2n1,0,0,44,-4,-12,-7,6[fluorescence artefact?],-0.7,-9
O=C(Nc1ccc(F)cc1)c1cccc(N2C(=O)C3C4CCC(C4)C3C2=O)c1 (centres undefined),-2,0,1,3,13,12,-4,0.9,-4
CCCn1nnc(NC(=S)NC(=O)c2ccc(-c3ccc(Br)cc3)o2)n1,-20,17,-13,4,-12,-4,0,-0.2,-8
CCc1ccccc1OCCOc1ccc(C)cc1OC,-1,-2,-1,-6,-17,-10,-4,0.1,-16
CCC(C)N1CC23C=CC(O2)C(C(=O)OC)C3C1=O (centres undefined),-10,0,-6,-2,2,-15,0,1.3,-10
COCCNC(=O)C(=O)NCC1OCCN1S(=O)(=O)c1cccs1 (centres undefined),-3,0,23,2,-10,-17,10,-0.5,0
CSc1ccccc1NC(=O)Cc1ccc(Br)cc1,33,0,-4,3,-4,-8,3,1.0,12
CCOc1ccccc1CNC(=O)CCNC(=O)Cn1ccc2ccccc2c1=O,-5,-1,1,-2,-8,-19,5,0.1,-11

Quoted at random: 5 entries already listed, in no set order.
SMILES,Tb hexokinase,Runt-CBFb FRET,Hck-Nef inh,Runt-SMMHC FRET,p47phox inh,EBV gp42 block,14-3-3 Bad PPI,zVAD death inh,MDM2 E3 inh
Cc1nn(C(=O)c2ccc([N+](=O)[O-])cc2)c(C)c1Br,-4,2,3,0,-11,-13,-2,0.5,-8
CCOC(=O)C1CCN(C(=S)Nc2cccc(C)c2C)CC1,-3,0,2,-6,-5,12,-2[fluorescence artefact?],-0.5,10
CSc1ccccc1NC(=O)Cc1ccc(Br)cc1,33,0,-4,3,-4,-8,3,1.0,12
CCCn1nnc(NC(=S)NC(=O)c2ccc(-c3ccc(Br)cc3)o2)n1,-20,17,-13,4,-12,-4,0,-0.2,-8
COCc1nnc(NC(=O)c2ccc(OC)cc2OC)s1,6,0,14,-3,0,-11,2,-1.7,-22

(listing goes on)
SMILES,Tb hexokinase,Runt-CBFb FRET,Hck-Nef inh,Runt-SMMHC FRET,p47phox inh,EBV gp42 block,14-3-3 Bad PPI,zVAD death inh,MDM2 E3 inh
COc1ccc(NC(=O)CSc2nnc(COc3ccccc3)n2Cc2ccco2)cc1OC,-3,14,4,14,-20,-9,-3,1.9,-7
CCCCn1c(NCCC)nc2c1c(=O)[nH]c(=O)n2C,0,-1,0,2,-8,-5,-23,-0.2,-6
Cc1nc(C2COc3ccccc3O2)sc1C(=O)O (centres undefined),-9,-2,15,-6,-5,-9,-1,-0.1,-14
CC(C)COc1ccc(C(=O)CCN2CCCCC2)cc1,6,20,0,12,-2,-32,79*,1.2,-6
CC(C)CNC1CS(=O)(=O)CC1O (centres undefined),-14,1,18,-5,15,2,-1,1.2,x
O=C(NCC1CCCO1)c1ccc(NS(=O)(=O)c2cccs2)cc1 (centres undefined),-7,5,23,-3,-11,-4,-10,0.1,-8
Cc1ccc(-c2ccc(CCC(=O)O)n2-c2cccc(O)c2)cc1,6,2,-16,2,-25,-15,-6,1.6,-9
CCCCNC(=S)N/N=C/c1ccccc1F,-4,1,-8,1,-7,-4,-12[fluorescence artefact?],0.0,1
COc1cccc(C2CC(c3cccs3)=NN2C(=O)CSc2nc3ccccc3s2)c1OC (centres undefined),-17,1,2,0,-3,-1,-9,0.0,-22
O=C(CSc1nnc(-c2ccc(OC(F)F)cc2)o1)NC(=O)NCc1ccco1,3,6,1,3,-5,-8,11,3.0,3
O=C(Nc1cccc([N+](=O)[O-])c1)Nc1ccc2c(c1)OCCO2,-8,-2,20,-6,3,3,-9,4.3,-8
CCCCC(=O)Oc1cc(C)[nH]c(=O)c1[N+](=O)[O-],-17,8,19,0,0,-16,-2,4.4,10
O=C1CC(c2ccccc2)n2ncnc2N1 (centres undefined),-3,-2,-1,-10,2,-19,11,-0.5,-19
COC(C)(C)[C@]12CC(O)(C(C)C)ON1[C@H]1CCCCC1N2O (some centres undefined),-4,-1,2,0,-10,-13,0,-0.3,-10
Cc1ccc(CN2C(=O)c3ccccc3C2C(=O)NCC2CCCO2)cc1 (centres undefined),-4,1,0,-1,4,1,3,-0.2,-7
Cc1c(NC2=C(Cl)C(=O)N(c3ccccc3)C2=O)c(=O)n(-c2ccccc2)n1C,0,2,0,-3,-1,-14,28,0.1,-5
O=C(NC(=S)NCc1ccccc1)c1ccc2c(c1)OCO2,-4,2,0,-1,-8,-21,-6,-0.6,-8
Cc1cc(N/N=C/c2ccc(F)cc2)nc(-n2nc(C)cc2C)n1,-26,-6,4,-2,3,-8,2,-1.0,-5
O=C(CN(C1CCCCC1)S(=O)(=O)c1ccc(Cl)cc1)NCCCO,0,1,-2,-1,-10,-9,7[fluorescence artefact?],0.1,4

Random draw from the library (roughly 3.2% active in at least one column).
